ELG1 DNA repair – blocks ELG1-dependent DNA repair in HEK293T cells | HEK293T ELG1-luciferase reporter, luminescence, 16 h; DNA damage induced by 5-fluorouridine | Potency, µM (doses to about 46.1 µM), without a hit: at the top dose activity change, negative = inhibition, hits mostly inhibitors | hit rate 2.3% among 330,000; note: potency is the fitted concentration of half-maximal effect; % is set by controls: 0 for no effect and ±100 for the full control effect; nearly all actives have a fitted effect of over 55% in size
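In this reporter screen, reduction of luminescence relative to DMSO vehicle indicated activity. Compounds and 5-fluorouridine were added together to 2,000 cells per well, incubated for 16 hr at 37 °C, then developed with ONE-Glo.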
TRPV1 ag – activates the human vanilloid receptor TRPV1 | Q8NER1 | activation, % at 8.33 µM | TRPV1-expressing cells, Fluo-8 calcium influx, agonist mode | hit rate 0.19% among 320,000; in the data active = activation above about 80%; inconclusive = between about 30% and that limit; note: 0% is about no effect
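Cells expressing TRPV1 were dye-loaded with Fluo-8 and read kinetically: 10 s baseline, 3 min after compound (agonist portion), then 2 min after EC20 capsaicin (allosteric enhancer portion). Calcium-bound dye fluorescence at 480/520 nm.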
p53 reactivation – re-activators of mutant p53; H1299 p53-A138V BP100-luciferase reporter, luminescence, 24 h; Potency, µM (series often up to 92.2 µM), without a hit: at the top dose activity change, positive = activation, actives largely listed as activators; hit rate 0.063% among 320,000; note: potency is the fitted concentration of half-maximal effect; % of control where 0% means no effect; nearly all actives have a fitted effect of over 45% in size
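H1299 (p53-null), stable ts p53-A138V + BP100-Luc; 1000 cells/well, Opti-MEM/10% FBS; cpd 4 pt, 1:5; 24 h, 37 deg C, 5% CO2; detection reagent 10 min RT; luminescence.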
Rab9 promoter act – activators of Rab9 promoter; Huh7 Rab9 promoter-luciferase reporter, luminescence, 24 h; Potency, µM (top dose mostly 9.22 µM), inactives show at the highest dose activation, negative = inhibition, actives largely listed as activators; hit rate 2.8% among 320,000; AID 485297; note: potency is the fitted concentration of half-maximal effect; % of control where 0% means no effect; nearly all actives have a fitted effect of over 60% in size
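Luminescence from Amplite-detected luciferase (10 minutes, ambient) reports Rab9 promoter activation. Before that, stable Rab9-luciferase Huh7 cells (1500/well, reduced-serum OP-MEM I plus 10% FBS) were exposed to compound for 24 hours at 37C.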
Tb PFK block – inhibitors of T. brucei phosphofructokinase | Potency, µM (highest dose often 57.5 µM), for inactives: at the highest dose activity, negative = inhibition, actives largely listed as inhibitors | hit rate 0.17% among 330,000 | O15648 | T. brucei PFK, ADP-Glo luminescence;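 note: potency is the fitted concentration of half-maximal effect; 0% = uninhibited 1x PFK enzyme wells and -100% = no-enzyme wells; nearly all actives have a fitted effect of over 60% in size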
Target sequence (O15648 whole entry, looked up): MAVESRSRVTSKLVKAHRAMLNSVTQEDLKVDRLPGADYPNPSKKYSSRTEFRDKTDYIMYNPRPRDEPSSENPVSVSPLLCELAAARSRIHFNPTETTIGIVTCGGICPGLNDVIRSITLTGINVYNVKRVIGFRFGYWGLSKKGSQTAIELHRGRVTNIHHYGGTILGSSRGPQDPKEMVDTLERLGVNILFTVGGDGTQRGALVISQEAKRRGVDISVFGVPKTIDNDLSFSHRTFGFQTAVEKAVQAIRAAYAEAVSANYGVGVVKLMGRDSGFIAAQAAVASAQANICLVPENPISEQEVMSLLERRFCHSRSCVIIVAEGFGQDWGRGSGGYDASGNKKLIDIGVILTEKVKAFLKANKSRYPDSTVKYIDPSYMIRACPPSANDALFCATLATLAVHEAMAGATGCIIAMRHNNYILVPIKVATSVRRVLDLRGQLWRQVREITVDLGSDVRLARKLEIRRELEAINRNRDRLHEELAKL
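Luminescent ADP detection (ADP-Glo, two-step: ATP depletion then ADP-to-ATP conversion for luciferase) reported PFK activity after 45 min room-temperature reaction of 1.25 nM enzyme with 0.5 mM F6P and 0.1 mM ATP at pH 8.0.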
NPC1 promoter act – NPC1 promoter activation; hit rate 2.4% among 320,000; Potency, µM (titrated, usually from 9.22 µM), for inactives: top-dose activation, usual class: activators; Huh7 NPC1 promoter luciferase reporter, 24 h;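 note: potency is the fitted concentration of half-maximal effect; % of control where 0% means no effect; nearly all actives have a fitted effect of over 60% in size; reporter is driven by a mutant NPC1 promoter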
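Luminescence from an NPC1 promoter-driven luciferase reporter in stably transfected Huh7 cells was measured after 24 h compound treatment at 37 °C, followed by 10 min ambient incubation with luciferase detection reagent.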
BRCA1 expr up – BRCA1 expression activation; MCF7-BRCA1-FFLuc reporter, luminescence, 48 h; response scale: scaled: vehicle 0%, 10 µM genistein 100%; Potency, µM (doses to about 46.1 µM), for inactives: top-dose activation, hits mostly activators; hit rate 1.1% among 380,000; AID 624202; note: potency is the fitted concentration of half-maximal effect; nearly all actives have a fitted effect of over 80% in size; some results filed as inactive show a strong effect at the top dose
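Cells: MCF7-BRCA1-FFLuc, 2000/well. Exposure: 48 h, 37 °C, 5% CO2. Read: luminescence, 15 min post-substrate. Controls: genistein 10 microM (maximal activation), DMSO (neutral).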
ELG1 genotox – induces genotoxicity in HEK293T cells with luciferase-tagged ELG1; HEK293T ELG1-luciferase reporter, luminescence, 16 h; Potency, µM (highest dose often 46 µM), inactives show at the top dose activity change, positive = activation, usual class: activators; hit rate 1.3% among 330,000; note: potency is the fitted concentration of half-maximal effect; % of control where 0% means no effect; nearly all actives have a fitted effect of over 60% in size
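Reporter readout depends on ELG1 protein level, which increases with genetic stress. After 16 hr compound exposure at 37 °C, luciferase activity was quantified using ONE-Glo.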
VP16 counter – Gal4-VP16 reporter inhibition counter-screen. Potency, µM (titrated, usually from 53.6 µM), for the others: at the highest dose activity, negative = inhibition, hits mostly inhibitors. hit rate 3.5% among 310,000. Drosophila S2 Gal4-VP16 UAS-luciferase, luminescence, 20 h;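 note: Gal4-VP16 expression switched on by copper sulfate through the metallothionein promoter; potency is the fitted concentration of half-maximal effect; % is set by controls: 0 for no effect and ±100 for the full control effect; nearly all actives have a fitted effect of over 50% in size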
RORg inh – ROR gamma (mouse) transcription inhibition | P51450 | Drosophila S2 Gal4-RORgamma UAS-luciferase reporter, 20 h | hit rate 5.4% among 310,000 | AID 2551 | Potency, µM (doses to about 53.6 µM), without a hit: at the top dose activity change, negative = inhibition, hits mostly inhibitors; note: potency is the fitted concentration of half-maximal effect; % is set by controls: 0 for no effect and ±100 for the full control effect; nearly all actives have a fitted effect of over 60% in size
Target sequence (P51450 whole entry, looked up, the tested form may be a part): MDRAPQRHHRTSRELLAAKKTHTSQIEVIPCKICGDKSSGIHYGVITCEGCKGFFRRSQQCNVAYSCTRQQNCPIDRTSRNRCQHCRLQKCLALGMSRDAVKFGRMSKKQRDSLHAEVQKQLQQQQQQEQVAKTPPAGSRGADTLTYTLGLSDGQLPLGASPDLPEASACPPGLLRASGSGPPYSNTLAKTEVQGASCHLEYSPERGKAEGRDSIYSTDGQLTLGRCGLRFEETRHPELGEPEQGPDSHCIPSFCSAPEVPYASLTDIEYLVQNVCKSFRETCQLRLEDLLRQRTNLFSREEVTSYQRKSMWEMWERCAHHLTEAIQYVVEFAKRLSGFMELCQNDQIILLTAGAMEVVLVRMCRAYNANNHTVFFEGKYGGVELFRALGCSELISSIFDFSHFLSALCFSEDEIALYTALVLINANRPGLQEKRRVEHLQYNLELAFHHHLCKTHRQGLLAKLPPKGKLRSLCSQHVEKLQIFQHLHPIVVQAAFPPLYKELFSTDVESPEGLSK
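Read-out: Photinus luciferase luminescence; inhibitors lower reporter signal. Insect Schneider cells with Gal4-ROR gamma fusion under metallothionein promoter, UAS reporter; 700 uM final copper sulfate induction, 20 hr, ambient temperature.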
FLuc modulator – inhibits or activates purified firefly luciferase, miR-21 counter-screen; P08659; purified FLuc, Km substrates, luminescence inhibition; Potency, µM (doses to about 57.5 µM), without a hit: at the top dose activity change, negative = inhibition, usual class: inhibitors; hit rate 6.9% among 360,000; AID 588342;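 note: potency is the fitted concentration of half-maximal effect; plate controls were vehicle for no effect and reference inhibitor for full effect; nearly all actives have a fitted effect of over 55% in size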
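Purified P. pyralis luciferase (10nM final) with 10uM D-luciferin and 10uM ATP (Km levels) in 50mM Tris acetate pH 7.5, 10mM Mg acetate, 0.01% Tween-20, 0.05% BSA; qHTS 6-point titration, ~60 µM downward; luminescence read.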
* hit, by the source's call; ? = inconclusive; nt = no result given; & = joins results of further samples; [ ] = another dose, or the depositor's remark. Unless noted, calls come from the whole dose curve; as a rule, active = well fitted curve in the direction sought with a large enough effect; inconclusive = small, poorly fitted or top-dose-only effect, or another doubt; inactive = no such curve, though single readings can be large; an effect the other way counts as inactive or inconclusive. Outcome played no part in choosing rows. Share with any hit: about 15%.

SMILES	ELG1 DNA repair	TRPV1 ag	p53 reactivation	Rab9 promoter act	Tb PFK block	NPC1 promoter act	BRCA1 expr up	ELG1 genotox	VP16 counter	RORg inh	FLuc modulator
Cc1cc(C)nc(-n2nc(C)cc2NC(=O)COC(=O)CCC(=O)c2cccs2)n1	4%	3	-1%	-7%	1%	-2%	3%	3%	-4%	-12%	4%
CSCCC(NC(=O)COc1ccccc1)C(=O)N1CCN(c2ccccc2Cl)CC1 (stereo not given)	-15%	?	-2%	0%	7%	-2%	-38%	-20%	nt	nt	0%
CC(=O)N1c2ccccc2C(=O)OC1c1cccnc1 (stereo not given)	10%	-9	17%	-5%	3%	11%	1%	2%	-8%	-2%	0%
CCOC(=O)c1c(CSc2ccc(CC)cc2)oc2ccc(O)c(CN(C)C)c12	-16%	13	2%	-8%	0%	-4%	-46%	3%	?	?	-3%
CC(C)=NNC(=O)CN1C(=O)NC2NC(=O)NC21 (stereo not given)	23%	6	-27%	-2%	-1%	2%	2%	2%	-1%	?	0%
CCOC(=O)N1CCC(NC(=O)C(Cc2ccccc2)NC(=O)C2CCCCC2)CC1 (stereo not given)	-6%	-2	-11%	4%	1%	-2%	0%	-2%	-4%	50%	-1%
O=C(CCc1nc2ccccc2[nH]1)Nc1ccccc1	6%	10	8%	2%	-1%	2%	15%	5%	22%	?	-1%
CCc1nc(N2CCN(C(=O)c3ccco3)CC2)c(C#N)c2c1COC(C)(C)C2	?	?	-5%	6%	-1%	-11%	-36%	-4%	-1%	-1%	2%
CCCOc1ccc(CNC(=O)CCC(=O)n2ncc3cc(C)ccc32)cc1	27%	-3	8%	0%	-4%	-2%	5%	4%	-5%	-32%	4%
COc1ccc(NC(=O)CN(C)C(=O)CNC(=O)C2CCCCC2)cc1	?	-8	-8%	10%	-3%	3%	0%	-3%	0%	?	-2%
Cc1cccnc1CN1CCN(Cc2nc(C(c3ccccc3)c3ccccc3)no2)CC1	5%	1	-2%	-9%	-1%	-2%	1%	-6%	-25%	11µM*	0%
N#C/C(=C\c1cccnc1)C(=O)Nc1ccc(Cl)cc1	0%	8	7%	5%	1%	2%	2%	3%	1%	-25%	?
CCCCNC(=O)c1c[nH]c2ccc(S(=O)(=O)Nc3ccc(OCC)cc3)cc2c1=O	?	3	20%	-2%	2%	-3%	-9%	2%	?	7.9µM*	?
COc1ccccc1-c1nc(C(F)(F)F)c(OC)o1	8%	4	3%	-11%	1%	4%	1%	9%	0%	26%	6%
COc1cccc(CN2CCN(Cc3cc4ccccc4[nH]3)CC2CCO)c1 (stereo not given)	0%	5	5%	-5%	2%	-1%	1%	-9%	-7%	21%	-1%
Cc1c(C(=O)N2CCN(C)CC2)oc2ccc(S(=O)(=O)N3CCOCC3)cc12	-16%	-2	-6%	-1%	-2%	-1%	3%	0%	-1%	9%	1%
COCCCn1c(SCc2ccc(OC)cc2)nc2cc(OC)c(OC)cc2c1=N	-26%	-1	-3%	0%	-1%	-2%	-35%	-1%	?	-58%	4%
COc1ccc(S(=O)(=O)N2CCOC2CNC(=O)C(=O)NCc2cccnc2)cc1C (stereo not given)	-1%	0	0%	-3%	1%	?	2%	1%	-1%	-22%	-2%
C[C@H](CO)N1C[C@H](C)[C@@H](CN(C)C(=O)Nc2ccc3c(c2)OCO3)Oc2c(NC(=O)Nc3ccc4c(c3)OCO4)cccc2C1=O	?	nt	1%	nt	12%	nt	-36%	-3%	nt	nt	nt
COc1ccc(C2C3=C(CC(C)(C)CC3=O)Nc3c2c(=O)[nH]c(=O)n3Cc2ccccc2)cc1OC (stereo not given)	26%	2	6%	-1%	0%	-1%	-3%	8%	13%[0.365 µM]	13%	0%
O=C(CN1CCN(c2ccccn2)CC1)Nc1cc(C(F)(F)F)ccc1Cl	?	-1	-3%	0%	0%	-3%	-34%	-9%	-1%	22%	3%
CCOC(=O)CCC(NC(=O)CC(=O)NC(CCC(=O)OCC)C(=O)OCC)C(=O)OCC (stereo not given)	9%	-2	-4%	-7%	-3%	0%	25%	-1%	0%	0%	5%
COc1ccc2c(c1)c(=O)c(C(=O)c1ccc(Cl)cc1)cn2CC(=O)Nc1ccc(F)cc1	-16%	-1	-2%	-2%	-5%	-5%	-20%	2%	-6%	-18%	2%
CC(=O)OCC(=O)[C@@]12OC3(CCCC3)O[C@@H]1C[C@H]1[C@@H]3CCC4=CC(=O)C=C[C@]4(C)[C@@]3(F)[C@@H](O)C[C@@]12C	-1%	2	6%	-4%	-3%	-3%	-37%	2%	-8%	8.9µM*	7%
Cc1cccc(C(C)(C)C)c1OCCOCCN1CCCC1	1%	1	-4%	-9%	0%	-3%	-10%	-3%	-14%	-26%	0%
O=C(C[n+]1cccc(Br)c1)c1cccs1	5%	-4	-1%	4%	2%	-4%	-22%&-4%	1%	-1%	-1%	1%
O=[N+]([O-])c1cc(C(F)(F)F)c(Cl)cc1N1CCN(CCO)CC1	13%	17	7%	1%	-6%	0%	7%	-2%	-2%	-19%	3%
N#CC1=C(N)Oc2n[nH]c(-c3cccs3)c2C1c1ccsc1 (stereo not given)	16%	0	0%	-3%	-4%	-1%	-8%	-3%	-4%	0%	0%
O=C1S/C(=C\c2ccc(Cl)cc2)C(=O)N1CCn1cnnn1	?	2	-4%	9%	-3%	1%	6%	1%	13%	1%	-11%
Cc1cc(C(=O)COc2cccnc2[N+](=O)[O-])c(C)n1Cc1ccco1	-6%	1	-7%	17%	-4%	9%	-37%	11%	?	-38%	?
CCN(C(=O)c1cc2c(=O)[nH]c3ccc(C)cc3c2s1)c1ccc(F)cc1	-8%	-3	14%	-5%	-3%	-2%	0%	14%	?	-41%	0%
CC(C)C1CC(=O)NC(SCC(=O)Nc2ccc(Br)cc2)=C1C#N (stereo not given)	?	10	25%	?	1%	13%	70%	-2%	-29%	?	5%
Cc1nnc(Sc2c(N)n(C)c(=O)n(C)c2=O)s1	?	3	-2%	-1%	5%	-2%	6%	0%	4%	0%	4%
N#CC1=C(N)SC2(CCCCC2)SC1c1ccccc1 (stereo not given)	17%	15	-1%	0%	14%	-1%	61%	-3%	?	6.3µM*	?
Cc1cc(C)n2nc(SCC(=O)N(CCC#N)c3ccc(F)cc3)nc2n1	9%	1	0%	2%	9%	-3%	3%	-3%	nt	nt	2%
Cc1nnc(N/N=C/c2ccccc2F)n1N	-5%	1	19%	2%	-17%	-1%	7%	-2%	?	-36%	-1%
CCN(CC)c1ccc2cc(-c3nnc(-c4ccncc4)o3)c(=O)oc2c1	?	107*	?	?	1%	?	50%	?	-2%	7%	?
COC(=O)C1CCN(C(=O)Nc2ccccc2)CC1	-2%	2	0%	-6%	0%	-9%	-4%	0%	5%[10 µM]	-1%	3%
Cc1nnc(NC(=O)CCC(=O)NCc2cccs2)s1	13%	-6	-2%	0%	4%	2%	0%	0%	-12%	37%	-1%
O=C(CN1C(=O)CSCC1=O)Nc1ccc2c(c1)OCO2	16%	0	7%	-8%	0%	0%	1%	1%	-2%	22%	?
CC(C)NC(=S)NN=C1c2ccccc2-c2ccccc21	3%	7	6%	1%	1%	1%	-26%	-2%	?	7.9µM*	?
CC(C)CNC(=O)NC(=O)COc1c(F)c(F)cc(F)c1F	13%	16	-10%	-14%	-3%	-5%	19%	1%	-2%	10%	4%
Cc1ccc2cc3c(N)c4c(C)ccc(C)c4nc3nc2c1	25%	4	-1%	1%	12%	-4%	-32%	2%	-2%	-18%	?
Nc1ccc(-c2ccc(N)c(C(=O)O)c2)cc1C(=O)O	15%	0	0%	-4%	-3%	-4%	1%	4%	-23%	-2%	-1%
O=C(NCCCN1CCOCC1)c1ccc2ccccc2c1	?	18	8%	11%	7%	15%	40%	9%	nt	nt	-9%
CCC(C)N(C(=O)Cn1nnc(-c2ccc(F)cc2)n1)C1CCS(=O)(=O)C1 (stereo not given)	-10%	?	-9%	4%	-9%	-4%	11%	-12%	4%	-1%	-1%
Nc1c(C(=O)CSc2nnnn2-c2ccc(O)cc2)c(=O)[nH]c(=O)n1C1CC1	-2%	-5	4%	1%	0%	-11%	-9%	-1%	nt	nt	9%

Bioassay records from PubChem BioAssay.
